Screening results (PubChem)
West Nile antiviral: West Nile virus antiviral activity, cell-based, CPE readout (AID 1621); one-dose CPE inhibition, % at 10 µM; IC50 in µM for titrated hits; 290,000 compounds, 0.02% hits; West Nile virus-infected cells, CPE inhibition; higher % means a stronger effect; in the data active means a potency from the dose series; inconclusive means CPE inhibition mostly from about 3.7% at the one dose, without a potency; inactive means the rest, 99 in 100 with CPE inhibition below about 2.2%; further: strong numbers were not always called active
XIAP displacement: XIAP antagonists, biochemical, IAP family, fluorescence polarization (AID 1018); E3 ubiquitin-protein ligase XIAP (Homo sapiens); XIAP BIR domain, fluorescence polarization peptide displacement; higher % means a stronger effect; displacement, % at 20 µM; hits with a dose series show IC50 in µM; 200,000 compounds, 0.007% hits; in the data active means displacement above about 50%; further: a part of the inactive calls stands beside numbers as strong as those of hits
ER stress rescue: rescue of cells from ER stress-induced death, primary screen, 384-well, CSM14.1, thapsigargin, ATP luminescence (AID 1222) | CSM14.1 thapsigargin-induced death rescue, ATP luminescence; higher % means a stronger effect | cellular ATP content (survival), % at 20 µM, or EC50 in µM where a hit was titrated | 190,000 tested, under 10 active;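 active means EC50 below 50 µM in the dose-response confirmation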;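 further: death triggered by thapsigargin at about 15 µM added after 2 h compound pretreatment; cell ATP read after overnight thapsigargin exposure of roughly 18 to 22 hours; normalized against plate controls of thapsigargin alone and 5% DMSO vehicle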
SIAH1 antagonists: Siah-1 peptide-binding antagonists, primary screen, biochemical, fluorescence polarization, rhodamine-plectin, uHTS (AID 1817). E3 ubiquitin-protein ligase SIAH1 (Homo sapiens). Siah-1 / rhodamine-plectin peptide fluorescence polarization; higher % means a stronger effect. displacement, % at 20 µM, or IC50 in µM where a hit was titrated. 290,000 compounds, 0.02% hits;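 active means displacement of at least 50% at 20 µM, with a fluorescence ratio check between 0.3 and a set limit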;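 further: plate controls were Siah plus tracer with DMSO for no effect and tracer alone without Siah for full effect; strong numbers were not always called active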
PhoP inhibition: inhibitors of PhoP regulon expression, primary screen, Salmonella Typhimurium, GFP reporter (AID 1863); S. Typhimurium PhoP-regulated promoter GFP reporter, 4 h; higher % means a stronger effect; inhibition, % at 50 µM; hits with a dose series show IC50 in µM; 300,000 compounds, 0.16% hits;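 active means inhibition over 29.93%, a cutoff 3 SD above the screen mean, later confirmed by dose response; inconclusive means inhibition over 29.93% but no dose response follow-up; inactive means inhibition at most 29.93% or unconfirmed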;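 further: 0% = low Mg2+ inducing control and 100% = high Mg2+ repressing control; strong numbers were not always called active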
P. falciparum M17LAP: P. falciparum M17LAP inhibitors, primary screen, biochemical, fluorogenic H-Leu-NHMec substrate, 1536-well (AID 1619) | recombinant M17LAP, H-Leu-NHMec fluorogenic kinetic assay; higher % means a stronger effect | one-dose inhibition, % at 30 µM; IC50 in µM for titrated hits | 220,000 compounds, 0.38% hits;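 active means compound inhibiting the enzyme by more than half at any dose during confirmatory dose-response retesting; inconclusive means strong single-dose inhibitors picked by rank but not retested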;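 further: plate controls were full reaction with DMSO carrier for no effect and no enzyme background for full effect; strong numbers were not always called active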
Yfh1-depleted yeast: enhancers of respiration in Yfh1-depleted yeast, dose response, Friedreich's ataxia, plus single-dose screen (AID 1465); 220,000 compounds, 0.074% hits; fold induction at 50 µM; hits with a dose series show EC50 in µM; S. cerevisiae Yfh1-off respiration, WST-1 reduction, 72 h; higher fold induction means a stronger effect;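 active means fold induction of absorbance versus untreated yeast above a set limit, then at least 30% activation at any dose in follow-up; inconclusive means repeats straddling the limit, or above it without dose testing; inactive means fold induction below the set limit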;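 further: activators that raise dye reduction in frataxin-depleted yeast; strong numbers were not always called active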
human PMI inhibitors: human PMI inhibitors, high substrate, primary screen, biochemical, fluorescence intensity, high mannose 6-phosphate (AID 1220); Mannose-6-phosphate isomerase (Homo sapiens); recombinant PMI enzyme, coupled fluorescence intensity; higher % means a stronger effect; one-dose inhibition, % at 20 µM; IC50 in µM for titrated hits; 190,000 compounds, 0.66% hits; in the data active means inhibition above about 50%
P. falciparum M1AAP: P. falciparum M1AAP inhibitors, biochemical, fluorogenic H-Leu-NHMec substrate, 1536-well (AID 1445); Aminopeptidase N (Plasmodium falciparum (isolate 3D7)); recombinant M1AAP, H-Leu-NHMec fluorogenic kinetic assay; higher % means a stronger effect; one-dose inhibition, % at 30 µM; IC50 in µM for titrated hits; 220,000 compounds, 0.42% hits;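 active means primary inhibition above the hit cutoff, then over 50% inhibition at one or more dose response concentrations, cut at about 23% in these data, passing the limit was not always enough; inconclusive means conflicting primary data, or primary hits not chosen for dose response; inactive means low primary inhibition, or under 50% at every dose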;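 further: plate controls were DMSO full reaction for no effect and no enzyme background for full effect; strong numbers were not always called active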
Numbers without * were called inactive; i = inactive; u = inconclusive; x = no result given.

SMILES	West Nile antiviral	XIAP displacement	ER stress rescue	SIAH1 antagonists	PhoP inhibition	P. falciparum M17LAP	Yfh1-depleted yeast	human PMI inhibitors	P. falciparum M1AAP
COc1ccc(NC(=O)COC(=O)C2CCN(S(=O)(=O)c3cccs3)CC2)cc1	-0.1%	-4.9%	-0.2%	-2.0%	-6.7%	2.2%	i	2.5%	0.0%
Cc1ccc(N2CSC3=C(C#N)C(c4cccs4)CC(=O)N3C2)cc1 (stereo unspecified)	-0.1%	-4.1%	0.4%	-1.4%	-0.5%	3.5%	i	-74.9%	6.9%
COc1cc(SC)ccc1C(=O)NCCOc1ccc(F)cc1	-1.0%	-4.9%	-1.8%	6.7%	15.3%	-15.3%	i	4.6%	-0.8%
COCCCNC(=O)Cn1nnc(-c2ccc(NC(=O)c3ccccc3OC)cc2)n1	-1.0%	-2.8%	0.9%	0.4%	9.5%	-0.9%	i	7.1%	2.2%
CCOC(=O)C1CCN(C(=O)c2cccc(Cl)c2)CC1	0.2%	-6.4%	-1.9%	0.1%	4.3%	1.9%	i	2.0%	2.2%
CCOc1cccc(OCCCOc2cccc3cccnc23)c1	-1.2%	-4.8%	-4.1%	1.5%	8.8%	9.2%	i	8.2%	2.9%
CSCCC(NS(=O)(=O)c1ccc2c(c1)oc(=O)n2C)C(=O)NCc1ccccc1 (stereo unspecified)	0.2%	x	x	14.3%	-11.5%	4.5%	i	x	-0.1%
Cn1c(=O)c(C(=O)COC(=O)c2cc(C3CC3)nc3ccccc23)c(N)n(Cc2ccccc2)c1=O	0.1%	-18.3%	1.2%	2.3%	-7.5%	-2.5%	i	-1.3%	3.9%
COc1cccc(C2CC(c3c(Cl)cccc3Cl)n3nc(N)nc3N2)c1 (stereo unspecified)	0.1%	-1.1%	-0.7%	-2.9%	25.2%	13.8%	i	11.8%	5.2%
Cn1nc(C(=O)Nc2ccc(S(=O)(=O)N3CCCCC3)cc2)c2ccccc2c1=O	-0.5%	-7.9%	x	3.5%	0.0%	-2.1%	i	28.2%	11.4%
COc1ccc(OC)c(-c2csc(N(CC3CCCO3)C(=O)C3CCCCC3)n2)c1 (stereo unspecified)	-1.4%	-5.3%	4.7%	-2.2%	1.9%	-13.9%	i	9.1%	1.8%
CCCCNC(=O)NNC(=O)COc1cccc(C)c1C	0.5%	-6.2%	-1.1%	0.4%	-6.6%	-2.7%	i	-13.0%	-4.5%
C/C(=C(\C#N)C(=O)NCc1ccccc1)N(C)C	-0.1%	-5.7%	-0.7%	1.5%	-2.7%	1.9%	i	-9.3%	1.6%
CC1CCC(NC(=O)C2CCN(C(=O)NC3CCCCC3)CC2)CC1 (stereo unspecified)	0.0%	-1.5%	-0.3%	-3.0%	-4.3%	0.5%	i	1.3%	2.0%
O=C(NC1(C(F)(F)F)NC(=O)N(Cc2cccnc2)C1=O)c1ccccc1 (stereo unspecified)	-0.6%	0.2%	2.3%	-0.6%	-4.7%	10.5%	i	-10.4%	4.5%
CC(C)c1ccc(NC(=O)C(c2ccccc2)N2CC(=O)Nc3ccccc32)cc1 (stereo unspecified)	x	-7.5%	-4.7%	-6.0%	-6.0%	-0.4%	x	9.7%	4.7%
COc1ccc(N2CCN(C(=O)CSc3nnc(-c4cccnc4)n3-c3ccccc3)CC2)cc1	-0.4%	-1.8%	-1.2%	-0.3%	12.1%	-6.9%	i	-2.0%	5.1%
N#CC1=C(N)Nc2ncnn2C1c1ccc(F)cc1 (stereo unspecified)	-0.3%	-30.3%	-3.3%	0.4%	-4.4%	5.8%	i	14.2%	1.6%
CC(C)N(C(=O)CS(=O)(=O)c1ccc(Cl)c(Cl)c1)C(C)C	-0.9%	-24.1%	-1.4%	-0.9%	-6.0%	4.0%	i	-0.6%	3.2%
O=C(C1=C[C@H](C2CC2)C[C@H](OCc2ccc(CO)cc2)O1)N1CCN(Cc2ccccc2)CC1	0.0%	-2.9%	1.9%	2.4%	-2.5%	0.1%	i	-4.4%	-1.5%
Cc1ccc(S(=O)(=O)Nc2ccncc2)c(C)c1N(C)S(=O)(=O)c1ccc(F)cc1	0.1%	-3.9%	0.6%	-2.1%	-9.0%	4.8%	i	-0.1%	11.2%
O=[N+]([O-])c1ccc(N2CCOCC2)cc1N1CCCCC1	-0.5%	-4.9%	-1.4%	-2.0%	-1.4%	2.1%	i	-3.2%	3.3%
CCn1c2ccccc2c2cc(NC(=O)C(C)Oc3ccccc3)ccc21 (stereo unspecified)	-0.2%	-3.0%	6.9%	2.3%	37.2%	-3.5%	i	28.1%	-6.1%
COc1cccc(NC(=O)COC(=O)CNS(=O)(=O)c2c(F)cccc2F)c1	-0.7%	-6.1%	-2.8%	-1.6%	6.9%	-1.0%	i	5.1%	0.2%
COC(=O)C1C(=O)c2c([nH]c(C(=O)OC3CCCCC3)c2C)CC1C (stereo unspecified)	-0.4%	-9.7%	x	-2.6%	-8.8%	3.0%	i	17.5%	0.6%
O=C(COC(=O)C1(c2ccc(F)cc2)CCCC1)NCc1ccco1	0.2%	-8.8%	-0.9%	-4.7%	-3.8%	0.8%	i	-20.6%	7.7%
Cc1ccc(C(C)C)c(OCc2nn(CC(=O)c3ccc(OC(F)F)cc3)c3[n+]2CCCCC3)c1	0.9%	-6.5%	-4.0%	-3.9%	u	-3.0%	i	6.8%	-5.6%
N[C@@H](Cc1ccccc1)c1nnc(SCc2ccccc2Cl)o1	-0.6%	0.4%	-0.8%	4.2%	-9.6%	3.5%	i	11.5%	-0.1%
CSC(=Nc1ccccc1)Nc1ccccc1	-0.3%	x	x	15.3%	-1.0%	1.6%	i	x	0.0%
CCN=C(Nc1ccc2c(c1)OCO2)SC1CC(=O)N(c2ccc(OC)cc2)C1=O (stereo unspecified)	0.3%	2.4%	0.4%	15.6%	3.2%	4.2%	i	2.2%	-2.1%
CCc1cc2ccc(C)cc2nc1SCC(=O)Nc1cc(C)on1	-1.1%	-4.4%	1.8%	-4.7%	-8.6%	-2.5%	i	-3.8%	1.4%
Cc1ccc(C)c(CSc2nnc([C@@H]3CCCN3)o2)c1	-0.4%	x	x	-0.7%	-1.9%	12.4%	i	x	0.2%
FC(F)(F)c1nnc2ccc(N3CCCCCC3)nn12	0.1%	-1.6%	-0.8%	-1.0%	2.3%	19.4%	i	4.5%	11.5%
Cc1ccc2nc(SC(C)C(=O)NCc3ccco3)[nH]c2c1 (stereo unspecified)	-0.1%	-5.0%	-2.7%	-2.7%	-0.2%	15.9%	i	-3.4%	1.8%
S=C(NCc1cccnc1)Nc1ccc(Cl)cc1Cl	-0.4%	-5.6%	-0.6%	-3.6%	2.4%	7.8%	i	0.4%	2.3%
O=C(NCc1cn2ccsc2n1)Nc1ccc(Cl)cc1	0.0%	-3.8%	3.5%	5.8%	33.8%	0.6%	i	6.7%	2.1%
Cc1ccc(N(C(=O)CNC(=O)c2ccco2)C(C(=O)NC2CCCC2)c2cccnc2)cc1C (stereo unspecified)	-0.3%	-5.7%	-1.5%	0.4%	-3.7%	-6.9%	i	-27.3%	3.8%
CCCN1C(=O)/C(=C\c2nc3ccccc3c(=O)[nH]2)c2ccccc21	-0.8%	-3.3%	6.5%	2.3%	1.4%	1.0%	i	-4.6%	-0.8%
CCc1c(C(C)S(=O)(=O)c2ccc(C)cc2)[nH]c(=O)n1-c1ccc(C)cc1 (stereo unspecified)	-0.5%	-2.7%	-0.5%	-1.2%	-7.3%	7.5%	i	-35.3%	4.1%
Cc1cc(=O)oc2c(CN(CC(C)C)CC(C)C)c(O)ccc12	-0.5%	-1.4%	-2.3%	-1.0%	2.3%	i	i	-3.3%	74µM*
NC(=O)CSc1nnnn1-c1ccccc1Cl	-0.3%	-3.1%	-0.6%	-1.2%	3.1%	-5.5%	i	-4.6%	3.1%
CSc1ccc(C(=O)NCC(=O)O)cc1[N+](=O)[O-]	0.2%	x	x	3.3%	-6.9%	7.8%	i	x	0.1%
CCn1c(N2CCN(S(=O)(=O)CC)CC2)nc2ccccc21	0.3%	-16.8%	-1.9%	1.1%	1.6%	4.2%	i	-10.4%	-1.0%
Cc1cc(O)c(/C=N/Nc2ccccc2Cl)c(=O)o1	0.7%	-5.2%	-1.2%	2.6%	-7.4%	-1.9%	i	-117.8%	10.5%
CCNc1nc(N2CCOCC2)nc(N(c2ccccc2)c2ccccc2)n1	0.7%	-0.6%	1.2%	3.2%	-8.2%	-2.2%	i	9.4%	-3.8%
Cc1ccc(Nc2nnc(SCc3nc4ccccc4c(=O)[nH]3)s2)cc1	0.9%	-3.5%	0.2%	-3.6%	-8.9%	5.6%	i	0.1%	4.4%
CC(C)Nc1nc(NC(N)=S)nc(NC(C)C)n1	-0.7%	-6.8%	-2.0%	-1.3%	-9.0%	1.5%	i	0.0%	14.0%
OCCN=C1CCCc2c1[nH]c1ccc(Br)cc21	-0.7%	-2.1%	0.9%	-1.9%	15.8%	-14.1%	i	9.5%	0.8%
Cc1cccc(C(=O)Nc2cc(OCc3cccc(F)c3)c(Cl)cc2Cl)c1	-0.6%	-14.7%	7.0%	3.0%	-5.5%	-16.6%	i	15.6%	2.6%
CC(=O)c1cccc(S(=O)(=O)N2CCCC(c3nc(-c4ccc(C)o4)no3)C2)c1 (stereo unspecified)	0.2%	0.3%	-1.3%	-0.5%	6.6%	12.3%	i	-3.3%	5.4%
Cc1ccc(S(=O)(=O)NCCC(=O)Nc2ccc(C)c(Cl)c2)cc1C	-1.3%	-4.0%	-3.7%	0.2%	6.0%	-15.4%	i	17.8%	2.0%
CN(C)CCCNC(=O)CC(c1ccc(F)cc1)c1ccco1 (stereo unspecified)	0.1%	-2.4%	0.2%	3.3%	7.8%	-6.4%	i	-4.9%	-2.7%
COC(=O)c1cc2ccccn2c2c(C(=O)OC)c(C(=O)OC)cc1-2	0.6%	-1.3%	0.7%	0.7%	-7.2%	0.2%	i	3.2%	9.0%
